Screening results deposited in PubChem BioAssay by National Center for Advancing Translational Sciences (NCATS).
GLP1R cytotox: cytotoxicity in counter-screen for GLP-1R inverse agonists; HEK293 cAMP-luciferase reporter cells, luminescence, 24 h; 410,000 tested, 0.13% active; Potency, µM (doses to about 38.3 µM), without a hit: top-dose activity change, negative = inhibition, usual class: inhibitors;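 also: loss of luciferase light is scored as toxicity; potency is read from the fitted curve at half-maximal effect; % is scaled to controls: 0 for no effect and ±100 for the full control effect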
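Step one: seed cells (200 cells/uL, DMEM with 10% Nu serum, 1% pen-strep). Step two: 12-hour incubation at 37 deg C. Step three: pin 23 nL compound, incubate 24 hr. Step four: add luciferase reagent, read luminescence 12 min later.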
aSyn yeast inh: alpha-synuclein toxicity inhibition in yeast; Yeast expressing alpha-synuclein, growth rescue, BacTiter-Glo, 24 h; Potency, µM (titrated, usually from 46.1 µM), for inactives: at the highest dose growth rescue (activation), actives largely listed as activators; 370,000 tested, 0.14% active; also: potency is read from the fitted curve at half-maximal effect; % of control where 0% means no effect; nearly all actives have a fitted effect of over 65% in size
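Galactose-induced alpha-syn yeast (OD600=0.02, raffinose-pregrown) + pinned cpd, 24 hr, 30 deg C; growth by BacTiter-Glo luminescence. Growth restoration scores as activation.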
TDP-43 yeast inh: TDP-43 toxicity inhibition in yeast. 410,000 tested, 1.8% active. Potency, µM (highest dose often 46.1 µM), for inactives: at the top dose growth rescue (activation), hits mostly activators. TDP-43 expressing yeast growth rescue, BacTiter-Glo, 24 h. AID 652104; also: potency is read from the fitted curve at half-maximal effect; % of control where 0% means no effect; nearly all actives have a fitted effect of over 50% in size
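Galactose-induced TDP-43 yeast, OD600=0.02, compound pinned; 24 hr, 30 deg C; BacTiter-Glo luminescence for growth. Inhibitors of TDP-43 toxicity read as activators.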
GLP-1R agonist: GLP-1 receptor (human) agonism. P43220. HEK293 GLP-1R CRE-luciferase, luminescence, 4-6 h; cells express a hypersensitive GLP-1R form. Potency, µM (series often up to 45.6 µM), without a hit: top-dose activation, most hits filed as activators. 380,000 tested, 0.007% active. AID 624172; also: potency is read from the fitted curve at half-maximal effect; % of control where 0% means no effect
D3 ag: agonists of human D3 dopamine receptor | P35462 | D3R DiscoveRx beta-arrestin cells, luminescence, 90 min | max activation, % | 410,000 tested, 0.58% active | AID 652048; in the data active = max activation above about 30%; also: 0% is about no effect; mostly tested at two doses, the higher about 12 µM
Target sequence (P35462 whole entry, looked up): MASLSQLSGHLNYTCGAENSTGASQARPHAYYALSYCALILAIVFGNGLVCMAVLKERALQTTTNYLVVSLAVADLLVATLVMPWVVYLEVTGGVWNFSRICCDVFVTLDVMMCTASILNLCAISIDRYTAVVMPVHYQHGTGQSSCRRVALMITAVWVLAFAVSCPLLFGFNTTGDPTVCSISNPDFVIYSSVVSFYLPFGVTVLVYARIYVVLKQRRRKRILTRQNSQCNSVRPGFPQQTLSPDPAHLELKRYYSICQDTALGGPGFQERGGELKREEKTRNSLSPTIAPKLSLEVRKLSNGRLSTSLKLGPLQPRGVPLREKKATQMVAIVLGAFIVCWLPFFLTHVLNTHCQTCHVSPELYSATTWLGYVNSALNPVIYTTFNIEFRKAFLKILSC
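Agonist mode: compounds and dopamine controls were applied to plated cells for 90 min at 37 degrees C after an overnight attachment at 1500 cells/well. Luminescent read-out followed 30 - 60 minutes at room temperature with DiscoveRx detection reagent.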
PTHR1 agonist: PTHR1 (human) receptor agonism | Q03431 | Potency, µM (highest dose often 115 µM), for the others: top-dose activation, hits mostly activators | HEK293 GP2 PTHR1 cells, GloSensor cAMP luminescence, 1 h | AID 743266 | 410,000 tested, 0.075% active; also: potency is read from the fitted curve at half-maximal effect; nearly all actives have a fitted effect of over 55% in size; some results filed as inactive show a strong effect at the top dose; inactives centre near -15; many of its hits are not listed in these tables
Target sequence (Q03431 whole entry, looked up): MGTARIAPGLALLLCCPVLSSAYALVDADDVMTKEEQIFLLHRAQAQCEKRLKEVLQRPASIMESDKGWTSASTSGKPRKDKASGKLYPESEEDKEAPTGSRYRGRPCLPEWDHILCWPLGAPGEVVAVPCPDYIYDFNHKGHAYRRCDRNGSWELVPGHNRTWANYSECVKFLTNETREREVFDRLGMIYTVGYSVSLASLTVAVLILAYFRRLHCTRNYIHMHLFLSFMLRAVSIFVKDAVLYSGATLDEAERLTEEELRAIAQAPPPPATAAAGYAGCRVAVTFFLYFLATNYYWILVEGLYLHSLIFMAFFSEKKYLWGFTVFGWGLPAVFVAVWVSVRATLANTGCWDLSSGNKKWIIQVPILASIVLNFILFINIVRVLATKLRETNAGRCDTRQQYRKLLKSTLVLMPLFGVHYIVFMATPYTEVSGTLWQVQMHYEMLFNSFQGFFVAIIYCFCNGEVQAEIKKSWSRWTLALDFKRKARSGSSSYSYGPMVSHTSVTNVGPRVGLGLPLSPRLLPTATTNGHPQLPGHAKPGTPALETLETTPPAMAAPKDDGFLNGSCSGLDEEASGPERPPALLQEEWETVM
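HEK-293-derived GP2 cells expressing PTHR1 and a GloSensor cAMP reporter, 3,000/well, plated overnight, given luciferin plus IBMX (each 0.5 mM as added) for 1 h at 37 °C, then compound for 1 h at 37 °C. Luminescence was read after 15 min at room temperature.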
GLP-1R inv ag: inverse agonists of human GLP-1 receptor; P43220; HEK293 GLP-1R CRE-luciferase, luminescence, 24 h; GLP-1R form is constitutively active; Potency, µM (highest dose often 38.3 µM), inactives show top-dose activity change, negative = inhibition, actives largely listed as inhibitors; 410,000 tested, 1.6% active; AID 624417; also: potency is read from the fitted curve at half-maximal effect; % is scaled to controls: 0 for no effect and ±100 for the full control effect; nearly all actives have a fitted effect of over 55% in size
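Cells are plated, allowed 12 hours at 37 deg C, then treated with compounds for 24 hr before luciferase detection reagent is added and luminescence is read after 12 min at room temperature. The HEK293 line carries constitutively active GLP-1R with a cAMP-responsive reporter.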
KB-V1 MDR tox: kills drug-selected multidrug resistant KB-V1 cells | KB-V1 MDR cells viability, CellTiter-Glo, 72 h | Potency, µM (doses to about 46.1 µM), inactives show at the highest dose activity change, negative = cytotoxicity, actives largely listed as cytotoxic | 400,000 tested, 3.4% active | AID 1347076; also: potency is read from the fitted curve at half-maximal effect; % is scaled to controls: 0 for no effect and ±100 for the full control effect; nearly all actives have a fitted effect of over 60% in size
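Potencies derive from concentration-effect curves fitted to normalized luminescence (CellTiter-Glo) of KB-V1 cells treated for 72 h at 37 degrees C in phenol-red-free DMEM containing 10% FBS.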
DRD3 antagonist: antagonists of human D3 dopamine receptor; P35462; D3R cells, DiscoveRx beta-arrestin luminescence, antagonist mode; hits give low values; max response, negative = inhibition, %; 360,000 tested, 2.5% active; in the data active = max response below about -50%; inconclusive = no clear call, values can overlap the other calls; also: % is scaled to controls: 0 for no effect and ±100 for the full control effect; mostly tested at two doses, the higher about 12 µM
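Cells plated overnight at 1500 cells/well, then exposed to library compounds with dopamine controls for 90 minutes at 37 degrees C. DiscoveRx reagent added for 30–60 minutes at room temperature; luminescence read, quantitative HTS format.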
Active calls of the source: *; i = inactive; u = inconclusive; x = no result given; & = joins results of further samples; [ ] = remark or other dose. Unless noted, calls follow the shape of the dose curve; as a rule, active = well fitted curve in the direction sought with a large enough effect; inconclusive = small, poorly fitted or top-dose-only effect, or another doubt; inactive = no such curve, though single readings can be large; an effect the other way counts as inactive or inconclusive. This is a subset; the hit share may differ from the screen's.

SMILES	GLP1R cytotox	aSyn yeast inh	TDP-43 yeast inh	GLP-1R agonist	D3 ag	PTHR1 agonist	GLP-1R inv ag	KB-V1 MDR tox	DRD3 antagonist
C#CCN[C@H](C)Cc1ccccc1	4%	1%&1%	u	3%	-24	-1%	-4%	13%	-6
CCN1CCN(Cc2cc(OC)c3c(c2)OCO3)CC1	4%	0%	3%	-6%	-15	-89%[inhibitor]	-5%	21%	2
C/C(=N\NC(=O)c1ccccc1O)c1c(O)n(C2CCCCC2)c(=O)[nH]c1=O	-10%	-1%	8%	-3%	-6	i	14%	16%	u
CNC(=O)Oc1cc2c(cc1C(C)(C)C)CCC2	-4%	14%	-3%	-1%	1	-22%	u	6%	12
O=C(/C=C/c1ccccc1)N1Cc2ccccc2-n2nncc2C1	5%	2%	7%	7%	0	-25%	20%	1%	2
O=c1c2ccccc2sn1-c1ccc(Cl)cc1	-7%	-82%[inhibitor]	-92%[inhibitor]	-3%	-14	-52%[inhibitor]	u	-10%	-17
CC(=O)OC1C(=O)OCC23CCC4(C)OC4C2OC2CC(OC(=O)C=CC=CC(=O)OCCC1C)C3(C)C21CO1 (configuration not stated)	-54%	0%	u	-29%	0	-8%	-82%	0.37µM*	6
COc1ccc(NC(c2ccccc2F)P(=O)(Oc2ccccc2)Oc2ccccc2)cc1 (configuration not stated)	8%	4%	9%	12%	-5	i	u	14%	-8
CCC1CN1P(=O)(c1ccccc1)N1CC1CC (configuration not stated)	5%	-5%	21%	-6%	0	-19%	10%	0%	1
CC(=O)c1ccc(NC(=O)c2cc(CC(C)C)on2)cc1	-4%	-11%	u	11%	-4	i	20%	25%	-10
Cc1[nH]c2ccccc2c1CCNCc1ccco1	4%	2%	10%	-5%	-8	i	-21%	6%	-6
COC(=O)C1=C(c2cc3ccccc3s2)C[C@@H]2CC[C@H]1N2C(=O)NC1CC1	-7%	-1%	2%	-5%	-18	i	-30%	-2%	-25
CCN1/C(=C\c2ccc3ccccc3[n+]2CC)Sc2cc(C)ccc21	u	-77%[inhibitor]	-89%[inhibitor]	-4%	2	-44%[inhibitor]	u	-17%	30
Cc1cccc(/C=N/NC(=O)c2cc(Br)ccc2OCc2ccccc2)n1	u	-1%	3%	4%	2	i	u	-21%	0
CCSC(=O)N1CCCCCC1	5%	6%	4%	-1%	4	-9%	0%	2%	18
CC(=O)Nc1ccc(NC(=O)COC(=O)C2(c3ccc(Cl)cc3)CCCC2)cc1	u	u	5%	-3%	2	-41%[inhibitor]	u	-9%	10
CN(C)CC1CCCCC1OC(=O)c1ccc(Cl)c(Cl)c1 (configuration not stated)	-4%	4%	-7%	2%	-7	-10%	u	0%	-12
CCn1c(-c2nn(-c3ccccc3)ccc2=O)n[nH]c1=S	0%	-28%	-29%	4%	-1	-11%	13%	-14%	-29
COC(=O)C1=C(c2ccc(-c3ccccc3)c(F)c2)C[C@@H]2CC[C@H]1N2C(=O)NCCOc1ccccc1Cl	-23%	u	-1%	6%	0	i	-10%	21µM*	10
COc1cc(/C=N/NC(=O)Cn2c([N+](=O)[O-])cnc2C)ccc1OC(=O)N(C)C	5%	0%	-3%	-3%	-1	-4%[57.5 µM]	0%	0%	-8
O=c1c2ccccc2nc(C[n+]2ccccc2)n1-c1cccc(C(F)(F)F)c1	0%	0%	-11%	3%	8	i	-2%	12%	-3
C[C@]12CCC3C(CCC4=C/C(=N/OCC(=O)NC(CCC(=O)O)C(=O)O)CC[C@@]43C)C1CCC2O (some centres not stated)	5%	10%	-8%	11%	-4	i	56%[activator]	u	1
CCOC(=O)c1sc(/N=C/c2c(O)n(-c3cccc(C)c3)c(=O)[nH]c2=O)c(C#N)c1C	2%	0%	u	25%	2	2%	63%[activator]	21µM*	11
COc1cc2c(cc1OC)C13CCN4CC5=CCOC6CC(=O)N2C1C6C5C3C4 (configuration not stated) (tested in a mixture with another compound)	-6%	0%	-11%	1%	-5	i	u	19%	-7
O=C(Cn1c(SCC(=O)Nc2ccc(F)cc2)nc2ccccc21)NCc1ccc(Cl)cc1	u	x	21%	x	1	-7%	u	-26%	x
C=C1[C@H]2CC[C@H]3[C@]4(C)C[C@H](O[C@@H]5OC(CO)[C@@H](OSOOO)[C@H](OS(=O)(=O)O)[C@H]5OC(=O)CC(C)C)C[C@@H](C(=O)O)[C@H]4CC[C@]3(C2)[C@H]1O (some centres not stated)	3%	-2%	1%	0%	12	i	18%	18%	8
Cn1cc(C(=O)OCC(=O)NC2(C#N)CCCCC2)c2ccccc21	15%	1%	16%	0%	-5	i	1%	3%	6
CCCCNC(C)Cc1ccccc1 (configuration not stated)	-6%	0%	18%	-2%	-68	i	-2%	-7%	-51*
O=C(Cn1ncc(Cl)c(Cl)c1=O)N1CCOCC1	u	0%	-10%	-6%	2	i	u	0%	-4
COC1=C[C@@H]2C3=C([C@@H]2C1=O)[C@@H](NC(C)=O)CCc1cc(OC)c(OC)c(OC)c13	3%	-9%	24%	-5%	16	i	10%	5%	2

Reprinted at random: 5 records from the list
SMILES	GLP1R cytotox	aSyn yeast inh	TDP-43 yeast inh	GLP-1R agonist	D3 ag	PTHR1 agonist	GLP-1R inv ag	KB-V1 MDR tox	DRD3 antagonist
C=C1[C@H]2CC[C@H]3[C@]4(C)C[C@H](O[C@@H]5OC(CO)[C@@H](OSOOO)[C@H](OS(=O)(=O)O)[C@H]5OC(=O)CC(C)C)C[C@@H](C(=O)O)[C@H]4CC[C@]3(C2)[C@H]1O (some centres not stated)	3%	-2%	1%	0%	12	i	18%	18%	8
COC(=O)C1=C(c2ccc(-c3ccccc3)c(F)c2)C[C@@H]2CC[C@H]1N2C(=O)NCCOc1ccccc1Cl	-23%	u	-1%	6%	0	i	-10%	21µM*	10
CCOC(=O)c1sc(/N=C/c2c(O)n(-c3cccc(C)c3)c(=O)[nH]c2=O)c(C#N)c1C	2%	0%	u	25%	2	2%	63%[activator]	21µM*	11
COc1cc(/C=N/NC(=O)Cn2c([N+](=O)[O-])cnc2C)ccc1OC(=O)N(C)C	5%	0%	-3%	-3%	-1	-4%[57.5 µM]	0%	0%	-8
O=c1c2ccccc2nc(C[n+]2ccccc2)n1-c1cccc(C(F)(F)F)c1	0%	0%	-11%	3%	8	i	-2%	12%	-3

Other structures follow.
SMILES	GLP1R cytotox	aSyn yeast inh	TDP-43 yeast inh	GLP-1R agonist	D3 ag	PTHR1 agonist	GLP-1R inv ag	KB-V1 MDR tox	DRD3 antagonist
COc1cc(CNCCc2c[nH]c3ccccc23)cc(OC)c1	15%	-7%	5%	14%	-38	2%	u	-11%	-68*
Cc1nc2sccc2c(=O)n1-c1ccccc1Cl	-13%	-9%	7%	7%	1	-5%[57.5 µM]	7%	u	15
COC(=O)c1ccccc1N=Cc1c(O)[nH]c(=O)[nH]c1=O	1%	9%	13%	-1%	0	i	1%	-8%	-4
Cc1ccc(Cn2nnnc2CN2CCC(n3nnc4ccccc43)CC2)cc1	-23%	14%	0%	8%	-5	-20%	u	5.8µM*	-69*
CCCC12CN3CC(C)(CN(C1)C3c1c(C)[nH]c(=O)[nH]c1=O)C2=O (configuration not stated)	1%	x	15%	x	3	12%	2%	0%	x
O=c1[nH]c(=O)n(CCC2=CCCCC2)c(O)c1/C=N/Nc1cccc2ccccc12	-3%	-1%	-24%	0%	-2	i	-29%	-21%	1
c1ccc(CN2CCN(Cc3ccc4c(c3)OCCO4)CC2)cc1	8%	-8%	-12%	4%	-15	0%[57.5 µM]	-21%	5%	-76*
COc1cc(C)c(CN2CCN(c3ccccc3)CC2)cc1C	2%	-2%	-8%	2%	-52	i	0%	13µM*	-65*
COc1ccc2c(c1)C1(C(=O)O)CC=CCC1(C(=O)O)C2 (configuration not stated)	0%	9%	10%	-6%	6	-9%	5%	8%	0
O=C1C2CCCN2C(c2ccc(Cl)cc2)N1c1ccccn1 (configuration not stated)	3%	-5%	-18%	1%	-6	i	5%	-7%	-1
COc1ccc(CNC(=O)CCC(=O)N2C[C@H]3C[C@H](C2)c2cccc(=O)n2C3)cc1	1%	-2%	0%	-5%	-2	-17%	5%	-3%	-8
O=c1[nH]c(=S)[nH]c(O)c1/C=C1/C=c2ccccc2=N1	-3%	7%	-2%[1.82 µM]	0%	0	-94%[inhibitor]	16%	-9%	9
C=C1C(=O)OC2CC1C(O)CC(C)=CCCC(C)=CC(O)CC2C (configuration not stated)	u	9%	11%	-12%	-1	-26%	2.2µM*	u	u
CC(=O)O[C@@]12CO[C@@H]1C[C@H](O)[C@@]1(C)C(=O)[C@H](O)C3=C(C)[C@@H](O)C[C@@](O)([C@@H](OC(=O)c4ccccc4)C12)C3(C)C (some centres not stated)	-18%	-6%	0%	0%	-11	-10%	u	-5%	-2
CN(Cc1cccc(-c2ccncc2)c1)C(=O)Oc1ccccc1Cl	1%	-5%	27%	1%	3	-91%[inhibitor]	-18%	-12%	37

Gathered by group: those above containing a cyano group
SMILES	GLP1R cytotox	aSyn yeast inh	TDP-43 yeast inh	GLP-1R agonist	D3 ag	PTHR1 agonist	GLP-1R inv ag	KB-V1 MDR tox	DRD3 antagonist
CCOC(=O)c1sc(/N=C/c2c(O)n(-c3cccc(C)c3)c(=O)[nH]c2=O)c(C#N)c1C	2%	0%	u	25%	2	2%	63%[activator]	21µM*	11
Cn1cc(C(=O)OCC(=O)NC2(C#N)CCCCC2)c2ccccc21	15%	1%	16%	0%	-5	i	1%	3%	6
